Source: PubChem BioAssay (NCI)
All columns: NCI-60 one-dose screen, growth in % after 48 h at 10 µM unless noted; 100 = growth as untreated, 0 = no growth, -100 = all killed.
MCF7: MCF7 breast cancer | hit rate 6.3% among 82,000; active means growth percent below 10
The depositor's hits bear a star; & = joins results of further samples; ! = not confirmed by another sample; [ ] = dose if it differs, or a comment.

smiles	MCF7
CC(=O)N(CN1C(=O)CCC1C(=O)O)c1ccccc1 (stereo unspecified)	81&88[100 µM]
COc1cc(Nc2ccc3c(c2)CCC3)nc(OC)n1	-83*![100 µM]
CCCC(=O)Oc1c2ccsc2c(OC(=O)CCC)c2ccsc12	-100*[100 µM]
O=C(O)c1cnccc1-c1cc(=O)[nH]n1-c1ccccc1	3.2*![100 µM]
CN(C)CCNc1ccc(NCC[N+](C)(C)Cc2ccc([N+](=O)[O-])cc2)c2c1C(=O)c1c(O)ccc(O)c1C2=O	-30*![100 µM]
CCOC(=O)c1c(C)cc(=O)n2c1[nH]c1ccccc12	37[100 µM]
N#Cc1n[nH]n(-c2ccc(Br)cc2)c1=O	78&96[100 µM]
CC(C)=NNc1snnc1C(N)=O	80&97[100 µM]
CC1(C)CCCC(C)(C2CCC3(C)C2C(O)CC2C4(C)CCC(O)C(C)(C)C4C(O)CC23C)O1 (stereo unspecified)	-86*[100 µM]
CC1(C)CCC2(C(=O)OC3OC(CO)C(O)C(O)C3O)CCC3(CO)C(=CCC4C5(C)CC(O)C(O)C(C)(C(=O)OC6OC(CO)C(O)C(O)C6O)C5CCC43C)C2C1 (stereo unspecified)	85&95[100 µM]
C=CCC1=CC2(OC)C(=O)C(OC)(OC)C1C1C(OC)(OC)C(=O)C(OC)=CC12CC=C (stereo unspecified)	86&88[100 µM]
COc1ccc2c(=O)c(-c3cc4c(cc3OC)OCO4)coc2c1	47&74[100 µM]
COc1ccc(Nc2nc3ccc(C(F)(F)F)cc3nc2C(=O)O)cc1	-100*[100 µM]
C=C(C)C(=O)OC1CC2(C)OC(=CC2=O)C(C)CC2OC(=O)C(=C)C12 (stereo unspecified)	-77*[100 µM]
CCC/C(Cl)=N/OC(=O)Nc1cccc(F)c1	-100*[100 µM]
CCOC(=O)c1cc(C)nc2c1c(=O)n(-c1ccccc1)c(=O)n2CCCCN1CCN(c2ncccn2)CC1	91&100[100 µM]
COC(=O)C(=O)C(C(=O)C(=O)Nc1ccccc1C(N)=O)c1nc2ccc(Cl)cc2[nH]c1=O (stereo unspecified)	74&103[100 µM]
COc1cccc(N(CN2CC=CC2=O)C(C)=O)c1	70&88[100 µM]
COC(=O)C1=CO[C@@H](OC2OC(CO)C(O)C(O)C2O)[C@@H]2[C@H](C)[C@@H](O)[C@@H](O)[C@]12O (stereo partly specified)	88&103[100 µM]
CC(=N\N)/C(C)=N/N=C(C)/C(C)=N/N=C(C)/C(C)=N/N	87&88[100 µM]
N#Cc1nc(-c2cccc(-c3nc(C#N)c(N)o3)n2)oc1N	-19*![100 µM]
O=C1C2=Cc3ccccc3OC2(O)Oc2ccc(O)cc21 (stereo unspecified)	18&34[100 µM]
O=C(/C=C/c1ccccc1)CCC1C(=O)c2ccccc2C1=O	57&48[100 µM]
COc1ccc2c(C)cc(N/N=C/c3ccc(C)s3)nc2c1	-100*[100 µM]
O=C1C=CC=C/C1=C1\N=C(c2ccccc2OCC(=O)c2ccccc2)SS1	44&50[100 µM]
CC1(C)Oc2ccc3c(=O)cc(-c4ccccc4)oc3c2C1C(=O)O (stereo unspecified)	80&79[100 µM]
S=C1N=C(Cl)/C(=C\c2ccccc2)N1	58&78[100 µM]
CC(O)c1nc(C#N)c(N)o1 (stereo unspecified)	64&84[100 µM]
COc1ccc(-c2ncnc(-c3ccc(OC)c(OC)c3)n2)cc1OC	60&61[100 µM]
CCC1OC2(C)CC(C#N)(C#N)C1(C#N)C(=N)O2 (stereo unspecified)	40[100 µM]

Reformatted: entries from further up.
N#Cc1nc(-c2cccc(-c3nc(C#N)c(N)o3)n2)oc1N
  MCF7: -19*![100 µM]

O=C1C2=Cc3ccccc3OC2(O)Oc2ccc(O)cc21 (stereo unspecified)
  MCF7: 18&34[100 µM]

S=C1N=C(Cl)/C(=C\c2ccccc2)N1
  MCF7: 58&78[100 µM]

CCC1OC2(C)CC(C#N)(C#N)C1(C#N)C(=N)O2 (stereo unspecified)
  MCF7: 40[100 µM]

Next section.
smiles	MCF7
NC(=O)NNc1nc2ccccc2c(=O)n1NC(=O)C(=O)Nc1ccc(Cl)cc1Cl	66&85[100 µM]
N#CC1(C#N)C(=O)c2ccncc2C1=O	100&109[100 µM]
Fc1cccc(F)c1C1SCc2nc3cc4ccccc4cc3n21 (stereo unspecified)	-2.1*[100 µM]
CCOC(=O)COc1cc(-c2ccccc2F)nc2cc3c(cc12)OCO3	20&43[100 µM]
C=CCn1cnc2c(=O)[nH]c(Nc3ccccc3)nc21	85&88[100 µM]
C/C(=C\COc1cc(O)c2c(c1)C(=O)c1cc(C)cc(O)c1C2=O)CCC1OC1(C)C (stereo unspecified)	2.7*![100 µM]
O=C1C2CC=CCC2C(=O)N1n1c(Cc2ccc(Cl)cc2)n[nH]c1=O (stereo unspecified)	82&81[100 µM]
COC(=O)C(=O)C(C(=O)C(=O)Nc1ccc(Cl)c(Cl)c1)c1nc2ccc(C(=O)c3ccccc3)cc2[nH]c1=O (stereo unspecified)	5.2*![100 µM]
COC(=O)C(/C(=N/N)C(=O)Nc1ccc(C)c(C)c1)c1nc2ccc(Cl)cc2[nH]c1=O (stereo unspecified)	47&68[100 µM]
CC(=O)Nc1c(C)cc2c(nc3n2CCC3OC(C)=O)c1[N+](=O)[O-] (stereo unspecified)	101&105[100 µM]
Cc1cccc(C)c1NC(=O)C(=O)CC(=O)/C=C/c1ccccc1	34&96[100 µM]
COc1c(-c2ccc(F)cc2)oc2c(CC(=O)O)cccc2c1=O	77&77[100 µM]
COC1(OC)N=C(N)C2(C#N)C(C)CC(=O)N(N(C)C)C12C#N (stereo unspecified)	78&90[100 µM]
CC(=O)OC1(C)C(=O)OC/C2=C/CN(C)CCC(OC(=O)C(O)(C(C)Cl)CC1C)C2=O (stereo unspecified)	72&82[100 µM]
CC(=O)O[C@@H]1C[C@@]2(C)[C@@H]3CC=C4[C@@H](C[C@H](O)C(=O)C4(C)C)[C@]3(C)C(=O)C[C@]2(C)[C@H]1[C@@](C)(O)C(=O)/C=C/C(C)(C)OC(C)=O	-100*[100 µM]
Cc1cc(C)n2c(nc3ccccc32)c1C#N	69[100 µM]
COc1cccc(N(CN2C(=O)CCC2OC)C(C)=O)c1 (stereo unspecified)	84&93[100 µM]
Nc1nc(Nc2cc(F)c(Cl)c(F)c2)cc(=O)[nH]1	-23*![100 µM]
NNC1=N/C(=C\c2ccco2)C(Cl)=N1	-16*![100 µM]
N#Cc1n[nH]n(C2CCCCC2)c1=O	80&96[100 µM]

Ordered by number of heavy atoms (falling): five of the compounds above.
smiles	MCF7
CC1(C)CCC2(C(=O)OC3OC(CO)C(O)C(O)C3O)CCC3(CO)C(=CCC4C5(C)CC(O)C(O)C(C)(C(=O)OC6OC(CO)C(O)C(O)C6O)C5CCC43C)C2C1 (stereo unspecified)	85&95[100 µM]
COC1(OC)N=C(N)C2(C#N)C(C)CC(=O)N(N(C)C)C12C#N (stereo unspecified)	78&90[100 µM]
Nc1nc(Nc2cc(F)c(Cl)c(F)c2)cc(=O)[nH]1	-23*![100 µM]
Cc1cc(C)n2c(nc3ccccc32)c1C#N	69[100 µM]
CC(O)c1nc(C#N)c(N)o1 (stereo unspecified)	64&84[100 µM]

Later entries:
smiles	MCF7
COc1ccc2c(c1)C(N)=C(c1ccccc1)C2=O	17&57[100 µM]
O=C1c2ccccc2-c2c1c1ccccc1c(=O)n2-c1cccnc1	3.2*![100 µM]
COC1CCC(=O)N1CN(C(C)=O)c1ccc(C)cc1 (stereo unspecified)	69&87[100 µM]
CC(=O)NNc1nc(C)c(C(/C=C/c2ccc3c(c2)OCO3)=N/NC(=O)c2ccncc2)s1	94&104[100 µM]
COc1ccc(-c2oc3ccc(C)cc3c(=O)c2O)cc1	63&79[100 µM]

Not all compounds are listed (hit frequency here may not be typical).
